CHRM4 antagonist = antagonists of human muscarinic M4 receptor (CHRM4); CHO-hM4 cells, ACh EC80, Fluo-8 calcium fluorescence; inhibition, % at 3 µM; 360,000 tested, 0.73% active;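 active = inhibition above its plate's cutoff, the mean inhibition of sample wells plus 3 SD, cut at about 27% in these data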;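 note: 0% = acetylcholine EC80 with DMSO and 100% = DMSO without agonist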
Target sequence (P08173 whole entry, looked up): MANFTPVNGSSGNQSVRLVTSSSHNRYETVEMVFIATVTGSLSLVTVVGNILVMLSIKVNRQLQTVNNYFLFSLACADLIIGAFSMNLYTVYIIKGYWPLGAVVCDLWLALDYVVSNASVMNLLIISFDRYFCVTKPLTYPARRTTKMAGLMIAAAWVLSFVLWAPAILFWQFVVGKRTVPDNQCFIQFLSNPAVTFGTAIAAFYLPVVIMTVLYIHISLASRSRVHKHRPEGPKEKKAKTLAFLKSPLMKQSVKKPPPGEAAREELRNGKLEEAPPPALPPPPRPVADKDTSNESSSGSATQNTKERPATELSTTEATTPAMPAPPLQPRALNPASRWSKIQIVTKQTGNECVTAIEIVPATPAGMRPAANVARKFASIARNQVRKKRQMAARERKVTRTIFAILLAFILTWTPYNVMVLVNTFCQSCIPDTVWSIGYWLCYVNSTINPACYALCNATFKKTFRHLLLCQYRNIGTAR
M5 antag = blocks acetylcholine activation of human M5 receptor | P08912 | CHO-hM5 cells, Fluo-8 calcium fluorescence, ACh EC80 | inhibition, % at 3 µM | 360,000 tested, 0.59% active | AID 624040;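 active = inhibition above a per-plate cutoff, the mean of that plate's test compounds plus 3 SD, cut at about 27% in these data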;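 note: 0% = acetylcholine EC80 with DMSO and 100% = DMSO without agonist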
Target sequence (P08912 whole entry, looked up): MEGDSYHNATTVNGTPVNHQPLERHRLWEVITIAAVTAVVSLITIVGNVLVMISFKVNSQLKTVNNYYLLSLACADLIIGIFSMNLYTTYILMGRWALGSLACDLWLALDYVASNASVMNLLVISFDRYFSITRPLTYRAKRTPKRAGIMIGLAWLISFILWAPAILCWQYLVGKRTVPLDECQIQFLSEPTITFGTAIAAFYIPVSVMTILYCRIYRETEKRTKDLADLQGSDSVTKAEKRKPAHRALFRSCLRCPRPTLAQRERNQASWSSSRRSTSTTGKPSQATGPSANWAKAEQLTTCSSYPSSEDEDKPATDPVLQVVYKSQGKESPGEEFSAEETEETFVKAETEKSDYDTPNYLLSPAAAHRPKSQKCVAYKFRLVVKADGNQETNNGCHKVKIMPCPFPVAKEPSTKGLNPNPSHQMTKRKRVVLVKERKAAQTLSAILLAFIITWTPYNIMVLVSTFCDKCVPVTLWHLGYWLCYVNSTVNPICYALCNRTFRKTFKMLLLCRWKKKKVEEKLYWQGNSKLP
M4 ag = agonists of human muscarinic M4 receptor (CHRM4); P08173; CHO-K1 hM4/Gqi5, Fluo-8 calcium fluorescence; vehicle 0%, full acetylcholine response 100%; activation, % at 3 µM; 360,000 tested, 0.14% active; AID 624127;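 active = activation above the run mean over all test wells plus 3 SD, cut at about 32% in these data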;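 note: peak over basal fluorescence ratio per well then scaled between controls; 0% = DMSO wells and 100% = acetylcholine at EC100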
CRFBP-R2 block = antagonists of CRF-binding protein/CRF-R2 receptor complex. HEK293 CRF-R2/CRF-BP, CRF-induced calcium fluorescence. inhibition, % at 11.8 µM. 350,000 tested, 0.59% active. AID 588475;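 active = inhibition of the ligand-induced calcium signal above about 50% at the single tested concentration, limit read from the data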
IDE inh = inhibits human insulin-degrading enzyme in HEK cells | P14735 | FAbetaB cleavage, fluorescence polarization | inhibition, % at 5.59 µM | 320,000 tested, 0.41% active | AID 434962;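 active = percent inhibition above the average of all tested compounds plus 3 SD, set per screening campaign, cut at about 16% in these data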;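 note: IDE supplied by intact live HEK cells; FP after avidin binding of uncleaved biotin substrate so inhibition keeps polarization high; 0% = DMSO wells and 100% = 60 µM reference IDE inhibitor Ii1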
M5 PAM = potentiates acetylcholine response at human M5 receptor; P08912; CHO-K1 hM5, Fluo-8 calcium, ACh EC20 PAM; 0% = ACh EC20, 100% = ACh EC100; activation, % at 3 µM; 360,000 tested, 0.3% active; AID 624038;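 active = activation above the run cutoff, the mean activation of all test compounds plus 3 SD, cut at about 18% in these data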
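Measured by: Fluo-8 calcium fluorescence; material: human M5 receptor in CHO-K1 cells; schedule: Post-acetylcholine fluorescence recording 140 s; benchmarks: low control EC20 acetylcholine (0%), high control EC100 acetylcholine (100%); read-out: Max/basal fluorescence ratio as % of EC20–EC100 ACh window; compound: single dose, 3 µM nominal final test concentration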
CRFBP-R2 agonist = agonists of human CRF-binding protein/CRF-R2 receptor complex; HEK293 CRF-R2/CRF-BP, calcium dye fluorescence (FLIPR); percent of saturating CRF peptide response; 350,000 tested, 0.46% active; AID 588473; activation, % at 13.2 µM;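 active = activation of at least 50%, plus an integration ratio under a set limit after plate pattern correction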;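 note: plate controls were neutral control wells without compound for no effect and CRF at EC100 for full effect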
CHRM5 agonist = agonists of human muscarinic M5 receptor (CHRM5). P08912. CHO-K1 hM5 cells, Fluo-8 calcium fluorescence; 0% DMSO wells, 100% maximal acetylcholine response. activation, % at 3 µM. 360,000 tested, 0.19% active. AID 624037;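 active = activation above the run's mean over test compounds plus 3 SD, cut at about 23% in these data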;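 note: signal is peak over basal fluorescence ratio across the kinetic read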
M4 PAM = positive allosteric modulators of human muscarinic M4 receptor; P08173; CHO-K1 hM4/Gqi5, Fluo-8 calcium fluorescence, ACh EC20; 0% = ACh EC20, 100% = maximal ACh; activation, % at 3 µM; 360,000 tested, 0.4% active; AID 624126;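 active = activation above its plate's cutoff, the mean activation of sample wells plus 3 SD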; note: some results filed as inactive read as strong as hits
The depositor's hits bear a star; / = not tested or not shown. Random draw from the library; 2.9% or so of the library scored in one or more.

1. Cn1cnc2nc[nH]c2c1=O
2. CNC(=O)CSc1nnc(-c2cnccn2)n1C
3. O=C(CC[C@H]1O[C@@H](n2cnc3c(NC(=O)c4ccccc4)ncnc32)[C@H](O)[C@@H]1O)NCc1ccc(OC(F)(F)F)cc1
4. CCOC(=O)C1=C(C)N(c2ccc(Cl)cc2)C(=O)NC1c1cccc([N+](=O)[O-])c1 (stereo unspecified)
5. COc1ccc(C(=O)NC(=S)NNC(=O)c2cnccn2)cc1
Screen / compound no.	1	2	3	4	5
M5 PAM	4	8	-4	-7	-3
M4 ag	1	1	0	0	0
CHRM4 antagonist	-3	5	-16	0	-3
M4 PAM	13	4	7	-2	-10
IDE inh	/	4	/	1	-1
CRFBP-R2 block	4	15	/	-37	5
M5 antag	7	2	0	7	-2
CRFBP-R2 agonist	4.5	0.3	/	0.2	0.4
CHRM5 agonist	2	0	2	-3	-1

6. Cc1cccc(N(C)S(=O)(=O)c2nnc(NC(=O)c3ccco3)s2)c1
7. CCC(=O)NC(=S)Nc1cccc(NC(=O)c2ccc(Cl)cc2Cl)c1
8. Cc1ccccc1NC(=S)N(CCN1CCOCC1)Cc1ccccc1F
9. CC(CNC(=O)CC[C@H]1O[C@@H](n2ccc(=O)[nH]c2=O)[C@H](O)[C@@H]1O)c1ccccc1 (stereo partly specified)
10. COc1ccc(N(C)C(=O)c2oc(=O)c3ccccc3c2-c2ccccc2)c(OC)c1
Screen / compound no.	6	7	8	9	10
M5 PAM	-1	4	5	2	-7
M4 ag	1	1	0	0	6
CHRM4 antagonist	-4	-2	-7	-2	-15
M4 PAM	0	0	-2	0	2
IDE inh	-1	1	6	/	-1
CRFBP-R2 block	17	5	-3	/	39
M5 antag	0	-3	2	4	10
CRFBP-R2 agonist	0.8	0.1	3.5	/	-0.8
CHRM5 agonist	-3	-3	1	1	-2

11. CC(=O)Nc1cccc(C(=O)OCc2ccc(C(=O)Oc3ccc(Cl)cc3)cc2)c1
12. O=C(N=C1N=C2C=CC=CN2Cc2ccccc21)c1ccc(S(=O)(=O)N2CCCC2)cc1
13. Cc1cc2cc(CNC(=O)c3ccc(S(=O)(=O)N4CCCC4)cc3)ccc2n1C
14. OCCC1CN(Cc2ccncc2)CCN1C1CCCC1 (stereo unspecified)
15. COc1cccc(NC(=O)C2CCOC2=O)c1 (stereo unspecified)
Screen / compound no.	11	12	13	14	15
M5 PAM	2	6	-7	-3	0
M4 ag	1	1	3	0	0
CHRM4 antagonist	0	10	35*	-2	-8
M4 PAM	4	4	-15	-5	4
IDE inh	-1	6	1	4	0
CRFBP-R2 block	-4	-4	-10	0	-12
M5 antag	0	-3	8	2	4
CRFBP-R2 agonist	3.8	-2.6	5.0	-1.5	6.8
CHRM5 agonist	2	0	-1	-4	2

16. CCCN1C(=O)c2ccc(C(=O)Nc3cc(C)on3)cc2C1=O
17. COc1ccc(N(CC(=O)NCc2ccc(Cl)cc2)S(=O)(=O)c2ccccc2[N+](=O)[O-])c(OC)c1
18. O=C(CC1C(=O)NCCN1CCCc1ccccc1)NCCc1ccccc1Cl (stereo unspecified)
19. Cc1cc(C)cc(N(CC(=O)NC2CCCC2)C(=O)CCC(=O)Nc2nccs2)c1
20. CCCCNC(=O)C12CCC(C)(C(=O)C1Br)C2(C)C (stereo unspecified)
Screen / compound no.	16	17	18	19	20
M5 PAM	1	0	4	2	2
M4 ag	0	6	3	2	0
CHRM4 antagonist	-8	4	0	2	3
M4 PAM	5	-11	4	2	5
IDE inh	4	-1	4	1	7
CRFBP-R2 block	-26	-55	3	1	6
M5 antag	2	-2	4	0	-5
CRFBP-R2 agonist	-3.0	16	0.1	0.6	0.4
CHRM5 agonist	0	9	-6	-2	-2

21. O=C(/C=C/NNC(=O)c1ccccc1)c1ccccc1
22. COC(=O)c1ccc(OCC2c3cc(OC)c(OC)cc3CCN2C(C)=O)cc1 (stereo unspecified)
23. CN(C)S(=O)(=O)c1ccc(Cl)c(NC(=O)COC(=O)[C@@H]2CCCN2C(=O)c2cccs2)c1
24. COc1ccc(-c2c(C#CC(C)(C)O)c3ccccc3n2C)cc1
25. COc1ccc2cc([C@H](C)C(=O)OCc3cn(CC(=O)c4ccc(O)cc4)nn3)ccc2c1
Screen / compound no.	21	22	23	24	25
M5 PAM	-3	-13	1	-8	-10
M4 ag	0	17	5	1	13
CHRM4 antagonist	3	13	-3	1	2
M4 PAM	-2	-18	-8	-4	-11
IDE inh	3	1	3	2	/
CRFBP-R2 block	-1	15	-7	5	10
M5 antag	2	16	4	14	10
CRFBP-R2 agonist	1.1	-1.8	-0.6	4.1	-0.1
CHRM5 agonist	0	0	1	-7	5

26. CCC1CCCCN1S(=O)(=O)c1ccc(NC(=O)C2CCN(C(=O)c3ccco3)CC2)cc1 (stereo unspecified)
27. O=C(OCc1cn([C@@H]2C[C@H](c3ccc(Cl)cc3)N(Cc3cccs3)C[C@H]2O)nn1)c1ccccc1
28. COc1ccc(CCN=C(N)NS(=O)(=O)c2ccc(C)c(C)c2)cc1
29. COc1ccc(Cl)cc1NC(=O)CN(C)C(=O)c1n[nH]c2ccccc12
30. O=C(Nc1ccc(Cl)cn1)c1cccc2c(Br)cccc12
Screen / compound no.	26	27	28	29	30
M5 PAM	-2	-1	-4	-9	-8
M4 ag	3	1	1	15	2
CHRM4 antagonist	5	-4	-3	-9	7
M4 PAM	1	8	4	-4	-13
IDE inh	3	/	-1	-1	-3
CRFBP-R2 block	-3	-12	4	1	-39
M5 antag	10	1	-5	7	9
CRFBP-R2 agonist	-0.7	1.6	0.1	0.6	4.0
CHRM5 agonist	-2	1	-1	5	-4

31. COc1cc(OC)c(C(=O)Nc2ccc(N(C)C)cc2)cc1OC
32. Cc1ccccc1OCC(=O)N/N=C/c1ccc(N2CCOCC2)o1
33. Cc1ccc(C(=O)Nc2cccc(C(=O)NC3CCCC3)c2)cc1
34. CCCc1c(C)nn(C(=O)/C(C#N)=N/Nc2ccccc2[N+](=O)[O-])c1C
35. C#CCOCCOCCOCCNc1nc(N2CCN(C(=O)C([C@@H](C)O)n3cc([C@@H](N)CCCCN)nn3)CC2)nc(N2CCN(C(=O)[C@H](CCC(=O)O)n3cc([C@@H](N)[C@H](C)CC)nn3)CC2)n1 (stereo partly specified)
Screen / compound no.	31	32	33	34	35
M5 PAM	-4	4	-8	6	-8
M4 ag	1	1	5	1	0
CHRM4 antagonist	-1	-9	-2	0	-23
M4 PAM	2	4	2	2	9
IDE inh	2	/	1	1	8
CRFBP-R2 block	9	0	7	-2	-2
M5 antag	2	-8	13	7	10
CRFBP-R2 agonist	0.2	5.2	-1.2	0.9	3.6
CHRM5 agonist	-4	-1	-2	-4	1

36. CC(=O)c1ccc(NC(=O)CN2C(=O)NC(C)(c3ccc4c(c3)OCCO4)C2=O)cc1 (stereo unspecified)
37. CCOC(=O)C1CCCN(C(=S)Nc2cc(C)cc(C)c2)C1 (stereo unspecified)
38. Cc1ccc(SCC(=O)OCC(=O)N(CC(C)C)c2c(N)n(Cc3ccccc3)c(=O)[nH]c2=O)c(C)c1
39. CN1CCN(S(=O)(=O)c2cccc(C(=O)Nc3sc4c(c3-c3nc5ccccc5[nH]3)CCCC4)c2)CC1
40. CCc1ccc(C(C(=O)NC2CCCCC2)N(C(=O)c2csnn2)C2CC2)cc1 (stereo unspecified)
Screen / compound no.	36	37	38	39	40
M5 PAM	-11	-16	-1	-10	4
M4 ag	10	1	0	9	0
CHRM4 antagonist	3	-7	-1	-3	-3
M4 PAM	-5	8	-5	-7	6
IDE inh	2	4	-2	3	-1
CRFBP-R2 block	-6	-3	8	1	-12
M5 antag	14	15	7	16	9
CRFBP-R2 agonist	1.8	-1.3	-0.3	1.6	1.5
CHRM5 agonist	3	28*	0	2	-3

41. Nc1ccc2oc(-c3cccc(Br)c3)nc2c1
42. Clc1c(Cl)c(Cl)c2n[nH]nc2c1Cl
43. NC(=O)c1ccsc1NC(=O)COC(=O)Cc1c[nH]c2ccccc12
44. CC[C@@]12C(=O)N(c3ccccc3)C(=O)N1[C@H](c1cccc(C)c1)[C@@H]1C(=O)N(Cc3ccccc3)C(=O)[C@@H]12
45. COc1ccccc1N1C(=O)C2CCC(c3ccccc3)CC2C1=O (stereo unspecified)
Screen / compound no.	41	42	43	44	45
M5 PAM	6	-19	-29	4	-3
M4 ag	1	10	22	1	11
CHRM4 antagonist	3	5	4	8	1
M4 PAM	-3	-17	-8	4	-15
IDE inh	9	-1	2	-1	-1
CRFBP-R2 block	-13	13	-11	-9	17
M5 antag	-8	8	11	16	0
CRFBP-R2 agonist	0.0	12	0.1	3.1	-4.9
CHRM5 agonist	-6	8	11	-2	2

Structures listed so far marked active in CHRM4 antagonist:
13. Cc1cc2cc(CNC(=O)c3ccc(S(=O)(=O)N4CCCC4)cc3)ccc2n1C
Screen / compound no.	13
M5 PAM	-7
M4 ag	3
CHRM4 antagonist	35*
M4 PAM	-15
IDE inh	1
CRFBP-R2 block	-10
M5 antag	8
CRFBP-R2 agonist	5.0
CHRM5 agonist	-1

Six compounds already listed, ordered by length of the SMILES, highest first.
23. CN(C)S(=O)(=O)c1ccc(Cl)c(NC(=O)COC(=O)[C@@H]2CCCN2C(=O)c2cccs2)c1
13. Cc1cc2cc(CNC(=O)c3ccc(S(=O)(=O)N4CCCC4)cc3)ccc2n1C
16. CCCN1C(=O)c2ccc(C(=O)Nc3cc(C)on3)cc2C1=O
8. Cc1ccccc1NC(=S)N(CCN1CCOCC1)Cc1ccccc1F
14. OCCC1CN(Cc2ccncc2)CCN1C1CCCC1 (stereo unspecified)
2. CNC(=O)CSc1nnc(-c2cnccn2)n1C
Screen / compound no.	23	13	16	8	14	2
M5 PAM	1	-7	1	5	-3	8
M4 ag	5	3	0	0	0	1
CHRM4 antagonist	-3	35*	-8	-7	-2	5
M4 PAM	-8	-15	5	-2	-5	4
IDE inh	3	1	4	6	4	4
CRFBP-R2 block	-7	-10	-26	-3	0	15
M5 antag	4	8	2	2	2	2
CRFBP-R2 agonist	-0.6	5.0	-3.0	3.5	-1.5	0.3
CHRM5 agonist	1	-1	0	1	-4	0

The list goes on.
46. Cc1ccc(S(=O)(=O)N(C(=O)c2ccncc2)c2ccc(OC(=O)c3ccncc3)c3ccccc23)c(C)c1
47. Cc1ccc(C(=O)O)cc1NC(=O)c1ccc2c(c1)C(=O)N(c1ccc([N+](=O)[O-])cc1)C2=O
48. CCc1noc(C)c1C(=O)N(CC)CC(=O)Nc1ccccc1C(F)(F)F
49. CCCc1nc2oc3c(OC)ncnc3c2c2c1COC(C)(C)C2
50. O=C(CSc1ccc(-c2cccc([N+](=O)[O-])c2)nn1)N1CCCCCC1
51. COc1cc(S(=O)(=O)n2cnc(C)c2)ccc1Cl
52. Cc1cc(-c2ccc(C)c(S(=O)(=O)N3CCN(c4ccccn4)CC3)c2)on1
Screen / compound no.	46	47	48	49	50	51	52
M5 PAM	8	0	1	8	-2	-4	-7
M4 ag	1	1	0	0	7	1	7
CHRM4 antagonist	3	-13	-1	-5	5	-6	0
M4 PAM	10	9	-2	6	-11	2	-6
IDE inh	5	0	6	0	3	9	-4
CRFBP-R2 block	-7	-10	13	-27	23	-1	-5
M5 antag	-1	3	5	-2	3	-11	6
CRFBP-R2 agonist	0.2	3.7	0.1	-1.2	-6.3	0.3	-0.7
CHRM5 agonist	-4	-3	-3	-3	2	-3	0

High-throughput results: PubChem, several laboratories
